Screening results (PubChem)
cytoskel mod: modifiers of F-actin cytoskeleton organization, primary screen, imaging, HUVEC, phalloidin staining, high-content imaging; HUVEC TNFa F-actin phalloidin imaging; inhibition, % at 2 µM; 91,000 compounds, 0.18% hits;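 active = inhibition above the batch mean plus 3 SD and confirmed as a hit by visual image inspection, cut at about 30% in these data, passing the limit was not always enough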; also: strong numbers were not always called active
E coli WT exp: growth inhibitors of wild-type E. coli, primary screen, strain BW25113, expanded library, OD600; OD600 absorbance; growth inhibition, % at 100 µM; AID 710, 2007; 98,000 compounds, 0.15% hits;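 active = growth inhibition above about 50% at one test dose, limit read from the data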;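 also: growth measured after 20 h incubation at 37 °C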
PLK1 kinase inh: human PLK1 kinase inhibitors, primary screen, biochemical, TR-FRET | Serine/threonine-protein kinase PLK1 (Homo sapiens), P53350 | recombinant PLK1 kinase, TR-FRET peptide phosphorylation | inhibition, % at 10 µM | 97,000 compounds, 0.53% hits;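 active = inhibition of 50% or more in the single-concentration screen; inactive = inhibition below 50%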;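 also: 0% = DMSO max control and 100% = H-89 dihydrochloride min control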
TNFa cytotox: cytotoxicity in TNFa-stimulated HUVEC, primary screen, cytotoxicity control for VCAM1 expression modulator project, imaging, Hoechst nuclei count. HUVEC TNFalpha-stimulated, Hoechst cell count. 93,000 compounds, 0.17% hits. cell count reduction, % at 2 µM. AID 848, 2007;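 active = cell count reduction exceeding the screen mean by over 5 SD, scaled to untreated wells per plate, cut at about 78% in these data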;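 also: cells counted after 24 h of TNF alpha exposure following the 1 h pretreatment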
Plk1 PBD FP: Plk1 polo box domain binding inhibitors, primary screen, biochemical, fluorescence polarization. Serine/threonine-protein kinase PLK1 (Homo sapiens), P53350. Plk1 PBD phosphopeptide binding. inhibition, %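 (tested at about 20 µM)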. 97,000 compounds, 0.13% hits. AID 693, 2007; in the data active = inhibition above about 34%, passing the limit was not always enough
DAT uptake mod: changed hDAT dopamine uptake under cocaine IC80, either direction, primary screen, cocaine antagonist project, cell-based, LLC-PK1 hDAT, [14C]-dopamine uptake, MLSMR; LLC-PK1 hDAT cells, [14C]-dopamine uptake with cocaine IC80; actives deviate in either direction; B-score at 10 µM; 110,000 compounds, 1.3% hits; AID 449768, 2010;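 active = Z score or B-score, a plate-position-corrected score, falls beyond the plate's 99.7% confidence bounds, in either direction; inactive = both scores lie inside the 99.7% bounds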;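 also: scored against the spread of the other compound wells on the same plate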
Target sequence (Q01959 whole entry, looked up): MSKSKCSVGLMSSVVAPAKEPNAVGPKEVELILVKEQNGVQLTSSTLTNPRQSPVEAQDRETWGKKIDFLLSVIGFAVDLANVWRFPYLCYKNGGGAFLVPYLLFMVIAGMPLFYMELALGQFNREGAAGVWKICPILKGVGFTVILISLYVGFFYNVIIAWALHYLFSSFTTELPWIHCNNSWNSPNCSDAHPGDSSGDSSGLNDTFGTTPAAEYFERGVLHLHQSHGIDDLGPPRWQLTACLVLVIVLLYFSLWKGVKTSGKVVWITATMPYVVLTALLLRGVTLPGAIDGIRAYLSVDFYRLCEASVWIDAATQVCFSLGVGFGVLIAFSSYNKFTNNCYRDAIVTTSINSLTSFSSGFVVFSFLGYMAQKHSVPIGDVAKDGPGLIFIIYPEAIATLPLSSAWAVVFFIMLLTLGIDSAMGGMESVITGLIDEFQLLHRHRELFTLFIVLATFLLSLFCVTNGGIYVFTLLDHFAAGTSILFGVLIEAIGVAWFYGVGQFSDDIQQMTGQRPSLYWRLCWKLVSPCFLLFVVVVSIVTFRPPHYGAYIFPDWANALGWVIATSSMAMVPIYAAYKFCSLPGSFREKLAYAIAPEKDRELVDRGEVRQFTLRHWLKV
sEH inh: soluble epoxide hydrolase inhibitors, primary screen, biochemical, human sEH | Bifunctional epoxide hydrolase 2 (Homo sapiens), P34913 | recombinant human sEH enzymatic activity assay | inhibition, % at 2 µM | 91,000 compounds, 0.34% hits | AID 707, 2007; in the data active = inhibition above about 80%; also: values of inactives mirror those of a sister screen read the other way; many of its hits are not listed in these tables
IL1B cytotox: cytotoxicity in IL-1B stimulated HUVEC, primary screen, cytotoxicity control for IL-1B NFkB translocation project, imaging, Hoechst nuclear count, IL-1B stimulus; AID 845, 2007; 94,000 compounds, 0.41% hits; HUVEC cell count loss; cell count reduction, % at 2 µM;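 active = cell count reduction more than 3 SD above the screen-wide mean, cut at about 70% in these data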;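 also: normalized per plate to untreated control cells as the no-loss baseline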
VCAM1 TNFa inh: inhibitors of TNFa-induced VCAM1 expression, primary screen, imaging, HUVEC, TNFa stimulus, immunofluorescence. HUVEC TNFa-induced VCAM-1 immunofluorescence, high-content imaging. inhibition, % at 2 µM. 95,000 compounds, 0.48% hits;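 active = inhibition above the batch mean plus 3 SD, with images confirmed as a hit by eye, cut at about 37% in these data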;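 also: 0% = TNF-stimulated DMSO wells and 100% = unstimulated control wells; not every result past the cut was called active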
An asterisk follows results filed as active; nt = not tested or not shown.

SMILES | cytoskel mod | E coli WT exp | PLK1 kinase inh | TNFa cytotox | Plk1 PBD FP | DAT uptake mod | sEH inh | IL1B cytotox | VCAM1 TNFa inh
CCN1CC2=C(OC(N)=C(C#N)C2c2cccs2)/C(=C\c2cccs2)C1 (stereo unspecified) | nt | -3 | 1 | -6 | 23 | 1.4 | 13 | 8 | -5
COCC(=O)Nc1ccc(S(=O)(=O)Nc2cc(C)nc(C)n2)cc1 | -10 | 2 | -5 | 0 | -11 | 0.54 | -5 | -11 | 4
COc1ccc(OCCN2CCN(C3CC(=O)N(CCC(C)C)C3=O)CC2)cc1 (stereo unspecified) | 16 | -1 | -7 | -61 | -1 | -0.48 | -4 | 3 | -8
COc1cc(/C=C/c2c([N+](=O)[O-])c(=O)n(C)c(=O)n2C)cc(OC)c1OC | nt | -2 | 3 | -3 | 6 | -0.31 | 9 | 15 | 21
CO/C([O-])=N/c1c[n+](-c2ccc(C)cc2)no1 | -4 | 4 | -6 | 1 | 14 | 0.34 | 2 | -28 | -13
O=C1c2ccccc2NC2CCCCC12 (stereo unspecified) | -5 | 4 | -10 | -4 | 7 | -0.78 | -3 | -9 | 12
CC(C)(C)S(=O)(=O)c1cnc2c(-c3ccc(F)cc3)cnn2c1N | -21 | -5 | -8 | 5 | 3 | 0.31 | 2 | -26 | 13
Cc1ccccc1-c1nnc(SCC(=O)NCc2ccc3c(c2)OCO3)n1C | nt | -3 | -6 | -56 | -7 | 0.68 | 1 | -4 | 0
CCOC(=O)C1CCCN(C/C=C/c2ccccc2[N+](=O)[O-])C1 (stereo unspecified) | 10 | 6 | -8 | -2 | -1 | 0.95 | 3 | -34 | 5
Cc1[nH]c(=S)[nH]c(=O)c1CCOc1ccccc1 | 14 | 2 | -8 | -1 | 18 | 1.1 | 6 | 3 | -4
O=C(Cn1nnc(-c2ccccc2Cl)n1)NCc1ccc2c(c1)OCO2 | -2 | 0 | 1 | -2 | 19 | -0.73 | -5 | -15 | 7
CN1C2C=C3C(C#N)=C(N)C(C#N)(C#N)[C@@H](c4ccc(Cl)cc4)[C@@H]3C1CC2 (stereo partly specified) | -15 | 3 | -4 | 0 | 20 | 0.51 | 5 | -6 | -1

Some values from the entries so far:
`COc1cc(/C=C/c2c([N+](=O)[O-])c(=O)n(C)c(=O)n2C)cc(OC)c1OC` – PLK1 kinase inh: 3
`CC(C)(C)S(=O)(=O)c1cnc2c(-c3ccc(F)cc3)cnn2c1N` – PLK1 kinase inh: -8

Other records
SMILES | cytoskel mod | E coli WT exp | PLK1 kinase inh | TNFa cytotox | Plk1 PBD FP | DAT uptake mod | sEH inh | IL1B cytotox | VCAM1 TNFa inh
Cc1cc(C)nc(Nc2nc(C)c3cc4c(cc3n2)OCO4)n1 | 0 | 6 | -12 | 3 | -18 | 0.21 | 2 | -2 | -4
Cc1ccc2nc(-c3ccc(S(=O)(=O)N4CCOCC4)cc3)cn2c1 | -22 | 0 | -12 | -13 | -4 | -0.4 | 2 | nt | 28
Cc1cc(C)cc(N(CC(=O)NC2CC3CCC2C3)S(C)(=O)=O)c1 (stereo unspecified) | 21 | 8 | -9 | -27 | -16 | nt | 4 | -16 | 22
Brc1c(CSc2nncn2-c2ccccc2)nc2ncccn12 | 14 | 6 | -8 | -34 | -28 | -1.2 | 1 | 3 | -4
O=C(CC1CCCCC1)NCc1ccccn1 | -15 | -3 | -11 | -1 | 7 | -0.2 | 0 | -70 | 9
Cc1nc2ccccn2c1C(=O)/C=C/c1ccc(F)cc1 | -10 | -7 | -12 | 8 | -21 | -1.7 | -7 | -8 | -9
O=C(c1ccccc1)N1CCCCC(Sc2nnnn2-c2ccccc2)C1=O (stereo unspecified) | -12 | nt | 3 | -3 | -49 | -0.65 | -2 | 19 | -13
CCNC(=O)CSc1ncnc2sccc12 | -9 | -6 | -5 | -23 | -9 | -0.99 | 6 | -22 | 10
CCCNC(=O)CC1C(=O)N(Cc2ccccc2)C(C)c2nc3ccccc3n21 (stereo unspecified) | -4 | 5 | -7 | 10 | -8 | 0.014 | -14 | -6 | -8
O=C1C2C3C=CC(CO)(O3)C2C(=O)N1c1ccc(-c2ccccc2)cc1 (stereo unspecified) | -10 | nt | -9 | -28 | 14 | -0.71 | nt | -61 | 6
O=c1cc(-c2ccccc2)nc(N2CCN(Cc3ccc4c(c3)OCO4)CC2)[nH]1 | 0 | 2 | -2 | 7 | 19 | -0.33 | 5 | 1 | -13
CCCSc1nc(C)cc(=O)[nH]1 | 14 | -5 | -13 | -24 | 2 | 0.58 | -12 | -12 | 3

Full records as entered above.
`CCNC(=O)CSc1ncnc2sccc12` across the screens: cytoskel mod: -9; E coli WT exp: -6; PLK1 kinase inh: -5; TNFa cytotox: -23; Plk1 PBD FP: -9; DAT uptake mod: -0.99; sEH inh: 6; IL1B cytotox: -22; VCAM1 TNFa inh: 10
`Cc1ccc2nc(-c3ccc(S(=O)(=O)N4CCOCC4)cc3)cn2c1` across the screens: cytoskel mod: -22; E coli WT exp: 0; PLK1 kinase inh: -12; TNFa cytotox: -13; Plk1 PBD FP: -4; DAT uptake mod: -0.4; sEH inh: 2; IL1B cytotox: nt; VCAM1 TNFa inh: 28

The list continues.
SMILES | cytoskel mod | E coli WT exp | PLK1 kinase inh | TNFa cytotox | Plk1 PBD FP | DAT uptake mod | sEH inh | IL1B cytotox | VCAM1 TNFa inh
Cn1ncc2nnn(-c3ccccc3)c(=O)c21 | -6 | 3 | -8 | -5 | -18 | -0.071 | nt | nt | 14
CC1(C)CC(NC(=O)CC(c2ccccc2)c2ccccc2)CC(C)(C)N1 | -5 | -4 | -8 | -3 | 18 | 0.82 | -9 | 8 | 6
O=C(CN1C(=O)c2ccccc2S1(=O)=O)NC1CC2CCC1C2 (stereo unspecified) | -24 | 10 | -16 | 28 | 15 | 0.49 | 1 | -55 | -2
O=C1c2ccccc2CC1(Cc1ccccc1)Cc1ccccc1 | 1 | nt | -8 | -6 | -8 | 0.35 | -2 | 0 | -3
COc1ccccc1-n1c(SCC(=O)N2CCc3ccccc32)nc2c(c1=O)SCC2 | 13 | -9 | -12 | -31 | 4 | 1.2 | 5 | 16 | 11
O=C(Nc1ccc(Cl)cc1)C1CCN(C(=O)NC2CCCCC2)CC1 | 2 | -1 | -2 | 2 | 12 | 0.0077 | 22 | 15 | 6
Cc1cc(=O)[nH]c(SCC(=O)c2ccc(C)c(C)c2)n1 | -9 | 1 | -21 | -2 | 8 | 0.61 | -8 | -14 | -3
Cc1cccc(NCN2C(=O)c3ccccc3C2=O)c1 | 10 | 5 | 3 | -12 | -19 | 0.084 | 5 | -14 | -4
Cc1ccc(C)c(Nc2c([N+](=O)[O-])cc(C(=O)N3CC(=O)Nc4ccccc43)cc2[N+](=O)[O-])c1 | -28 | -10 | 21 | -5 | -29 | -0.15 | 4 | -31 | 2
COc1ccc(CNC(=O)Cc2csc(Nc3nc(=S)[nH]c4ccccc34)n2)cc1 | -25 | -7 | -1 | -13 | 9 | nt | 10 | -12 | 16
C=CCn1c(CCC(=O)O)ccc1-c1ccccc1 | -4 | 4 | -3 | 3 | 31 | 0.12 | 22 | -19 | -7
CCOC(=O)/C=C1\SCC(=O)N1CC(=O)Nc1ccccc1OC(F)F | -22 | 3 | -9 | -3 | 2 | -0.014 | -7 | 9 | -6
COc1ccc(-c2cn[nH]c2N)c(OC)c1 | -7 | 10 | -3 | -16 | -9 | -0.28 | 11 | -19 | 2
O=C(c1ccc(C(F)(F)F)cc1)c1c[nH]c(C(=O)NCCCn2ccnc2)c1 | -21 | 8 | -2 | 6 | -18 | -0.59 | 17 | 6 | -20
COC(=O)c1ccc(CSc2nc3c(c(=O)n2-c2ccc(Br)cc2)SCC3)o1 | -6 | -19 | -3 | -5 | -7 | -0.019 | 6 | 3 | 0
COc1cccc(C(=O)Cn2c(=O)n(CC3CCCO3)c(=O)c3ccccc32)c1 (stereo unspecified) | -18 | 1 | -36 | 2 | 0 | -0.42 | -6 | -13 | 7
COc1ccc(C2NC3=C(CCC3)C3(C#N)C4(N=C(N)C23C#N)OCCO4)cc1 (stereo unspecified) | 12 | -4 | -10 | -15 | -9 | -0.048 | 7 | -132 | 5
Cc1ccccc1C(=O)c1ccc2c(c1)n(C)c(=O)n2C | -13 | -1 | -8 | -6 | 2 | 0.58 | nt | -25 | 13
CC(C)NC(=O)c1cc2ccccc2o1 | 2 | nt | -14 | -11 | 0 | -0.9 | -6 | -60 | -13
COC(=O)C1=C(O)CSC1=Nc1cccc(C(F)(F)F)c1 | -11 | 2 | 2 | -28 | 4 | 0.57 | -4 | -22 | -24
CCOC(=O)c1[nH]c(C)c(C(=O)Nc2ccccc2F)c1C | -4 | 8 | -8 | 1 | 16 | nt | -15 | -21 | 2
O=C(NCc1cccnc1)C1CCCN(Cc2cnn(-c3ccccc3)c2-n2cccc2)C1 (stereo unspecified) | 0 | -9 | -9 | 12 | -10 | 0.37 | 2 | -5 | 33
CCOc1ccc(NC(=O)CSc2nnc(COc3c(C)cccc3C)o2)cc1 | -9 | 3 | -9 | -4 | -5 | 0.21 | -5 | -22 | 10
CCn1c(SCC(=O)NC2CCCCC2)nc2c(c1=O)SC(C)C2 (stereo unspecified) | nt | 8 | -4 | -42 | 10 | nt | -2 | -20 | -7
COc1ccc(N(CC(=O)NCC2CCCO2)C(=O)CCC(=O)Nc2nccs2)cc1 (stereo unspecified) | -10 | nt | -10 | 4 | 1 | -0.9 | -12 | -9 | 7
COc1cc(C2Nc3ccccc3C(=O)N2c2ccccc2)ccc1O (stereo unspecified) | 2 | 11 | -8 | -28 | -3 | -0.024 | -13 | 0 | -18
O=C(Nc1ccc2nc(-c3ccccc3)[nH]c2c1)c1ccco1 | 12 | 13 | -17 | -24 | 2 | 2.4 | -4 | -8 | 2
Cc1nn(C(C)C(=O)NNC(=S)Nc2ccc(F)cc2)c(C)c1[N+](=O)[O-] (stereo unspecified) | -2 | 2 | 10 | -2 | -16 | -0.56 | -2 | 14 | 27
COc1ccc(N=Cc2sc(O)c3ccccc23)cc1 | 7 | 1 | -15 | 2 | -113 | -0.4 | 18 | -21 | -9
CC1=C(C(=O)N2CCCCCC2)C2(CCC(C)CC2)OC1=O (stereo unspecified) | 18 | -1 | -6 | -18 | 0 | 0.085 | -6 | 31 | 11
O=C(OCc1ccco1)c1ccc(S(=O)(=O)N2CCCCC2)cc1 | 2 | 1 | 1 | -12 | 6 | 0.42 | 11 | 18 | 8
Cc1ccnc(NS(=O)(=O)c2ccc(NC(=O)Cc3cccs3)cc2)n1 | 7 | 5 | -9 | -4 | 9 | -1 | -7 | -43 | 1
Cc1csc(N(C(=O)c2ccc(S(=O)(=O)N(C)C)cc2)c2ccccc2)n1 | -10 | -21 | -11 | 4 | -4 | 0.051 | -14 | -15 | 9
Cc1ccc(-n2nc(C)c3c2OC(N)=C(C#N)C3c2ccncc2)cc1 (stereo unspecified) | 32 | -13 | 0 | -30 | 9 | -0.94 | 1 | 21 | -14
O=C1C(C2=C(O)c3ccccc3C2=O)=Nc2ccccc21 | nt | 5 | 23 | -45 | 66* | -0.57 | 7 | -73 | 28
CCOC(=O)N1CCN(C(=O)CCn2nc(-c3ccccc3)ccc2=O)CC1 | -25 | -1 | 6 | -54 | -3 | nt | 8 | -6 | -42

Rows are unselected, and some 3.4% of all compounds hit somewhere here.
